Screening results from PubChem.
JMJD2A Tudor: inhibitors of human JMJD2A Tudor domain; AlphaScreen JMJD2A-Tudor / H3K4me3 peptide binding; AID 504339; Potency, µM (doses to about 114 µM), for the others: top-dose activity change, negative = inhibition, hits mostly inhibitors; 390,000 tested, 4.4% active; O75164; also: potency is read from the fitted curve at half-maximal effect; % is scaled to controls: 0 for no effect and ±100 for the full control effect; nearly all actives have a fitted effect of over 50% in size
PI4K2A block: inhibitors of human PI4K2A; Q9BTU6; purified PI4K2A, ADP-Glo luminescence, 1 h; hits give low values; activity change, negative = inhibition, % at 76.9 µM; 420,000 tested, 0.13% active; AID 1346378; in the data active = activity change below about -50%; inconclusive = mostly about -30% to -49%;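 also: -100% = wells without enzyme as full effect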
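ADP-Glo luminescence measured ADP generated by PI4K2A enzyme (4 ug/mL before mixing) with 1.2 mM PI substrate (pre-mix) and 300 microM ATP (pre-mix). Tris pH7.5 buffer with MgCl2, Triton X-100; 1 h reaction at ambient temperature.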
G9a inh: inhibitors of human histone lysine methyltransferase G9a | G9a H3K9 monomethylation, AlphaScreen, 2 h | Potency, µM (titrated, usually from 102 µM), for inactives: at the top dose activity, negative = inhibition, most hits filed as inhibitors | 350,000 tested, 8.8% active; also: potency is read from the fitted curve at half-maximal effect; % is scaled to controls: 0 for no effect and ±100 for the full control effect; nearly all actives have a fitted effect of over 75% in size
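AlphaScreen detection with an anti-monomethyl H3K9 antibody quantified product after a 2 h room-temperature reaction containing 500 nM biotinylated H3K9 peptide, 20 µM SAM and 20 nM enzyme, which had been preincubated 15 min with compound.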
GLS inh: blocks human kidney-isoform glutaminase activity; Potency, µM (doses to about 45.5 µM), inactives show at the top dose activity change, negative = inhibition, usual class: inhibitors; GLS enzymatic activity, qHTS titration; AID 624170; 410,000 tested, 0.21% active; O94925; also: potency is read from the fitted curve at half-maximal effect; % is scaled to controls: 0 for no effect and ±100 for the full control effect
Target sequence (O94925 whole entry, looked up, canonical isoform): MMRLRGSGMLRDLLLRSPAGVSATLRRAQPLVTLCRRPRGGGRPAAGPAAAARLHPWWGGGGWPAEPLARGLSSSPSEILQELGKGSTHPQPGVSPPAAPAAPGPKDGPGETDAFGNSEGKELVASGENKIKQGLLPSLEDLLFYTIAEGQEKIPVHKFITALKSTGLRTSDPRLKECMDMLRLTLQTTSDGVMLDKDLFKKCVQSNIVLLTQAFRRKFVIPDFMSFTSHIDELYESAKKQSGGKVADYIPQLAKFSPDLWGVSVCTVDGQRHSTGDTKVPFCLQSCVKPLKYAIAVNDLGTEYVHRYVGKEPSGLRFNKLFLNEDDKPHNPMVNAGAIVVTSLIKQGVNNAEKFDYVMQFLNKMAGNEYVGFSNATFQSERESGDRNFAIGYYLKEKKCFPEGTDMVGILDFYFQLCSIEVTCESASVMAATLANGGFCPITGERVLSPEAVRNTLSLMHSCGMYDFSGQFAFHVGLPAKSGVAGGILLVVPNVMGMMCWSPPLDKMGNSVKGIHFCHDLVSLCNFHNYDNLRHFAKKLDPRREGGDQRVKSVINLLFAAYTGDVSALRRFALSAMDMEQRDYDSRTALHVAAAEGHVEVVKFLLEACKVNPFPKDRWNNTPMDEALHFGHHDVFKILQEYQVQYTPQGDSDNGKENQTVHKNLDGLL
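hKGA in 45 mM KH2PO4 pH 8.2, 0.02% Tween-20 with pin-transferred compounds; 1 mM L-glutamine (stock) plus glutamate oxidase/HRP/Amplex Red coupling added. Fluorescence read initially and after 30 min at RT.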
HP1b chromo inh: blocks HP1-beta chromodomain binding to methylated histone tails; P83916; AlphaScreen HP1-beta / biotin-H3K9me3 peptide binding; Potency, µM (doses to about 114 µM), inactives show at the top dose activity change, negative = inhibition, actives largely listed as inhibitors; 390,000 tested, 0.56% active; AID 540317; also: potency is read from the fitted curve at half-maximal effect; nearly all actives have a fitted effect of over 70% in size; inactives centre near 23
Target sequence (P83916 whole entry, looked up): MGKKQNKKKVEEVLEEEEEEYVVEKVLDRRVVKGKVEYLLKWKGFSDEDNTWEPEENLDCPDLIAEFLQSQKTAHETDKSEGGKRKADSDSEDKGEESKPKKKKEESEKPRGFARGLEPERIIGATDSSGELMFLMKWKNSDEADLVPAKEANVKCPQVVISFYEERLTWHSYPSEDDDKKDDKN
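AlphaScreen: HP1-beta (50 nM) preformed 30 min with biotin-H3(1-18)K9me3 peptide (50 nM) in PBS pH 7.4, 0.01% Tween-20. Compound added for 30 min at RT, then streptavidin donor/nickel chelate acceptor beads (10 ug/mL) for 30 min.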
PGK inhibitor: T. brucei PGK inhibition; P07378; Potency, µM (titrated, usually from 57.5 µM), for the others: at the highest dose activity change, negative = inhibition, hits mostly inhibitors; PGK/GAPDH coupled, Kinase-Glo luminescence, 60 min; 380,000 tested, 0.043% active; AID 602233; also: potency is read from the fitted curve at half-maximal effect; % is scaled to controls: 0 for no effect and ±100 for the full control effect; nearly all actives have a fitted effect of over 60% in size
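Recombinant glycosomal PGK reaction used 1,3-bisphosphoglycerate generated in-well by GAPDH (100nM final) in 100mM TEA pH 7.6, 5mM MgCl2, 0.01% Tween-20. After 60 minutes at room temperature, ATP was read by Kinase-Glo Plus luminescence end-point.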
BAZ2B inh: inhibitors of human BAZ2B bromodomain; Q9UIF8; AlphaScreen BAZ2B-H3K14Ac peptide displacement; Potency, µM (doses to about 114 µM), for the others: at the highest dose activity change, negative = inhibition, most hits filed as inhibitors; 360,000 tested, 4.4% active; AID 504333; also: potency is read from the fitted curve at half-maximal effect; % is scaled to controls: 0 for no effect and ±100 for the full control effect; nearly all actives have a fitted effect of over 60% in size
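Inhibition is scored as reduced AlphaScreen emission. The BAZ2B/b-H3(5-23)K14Ac complex (50 nM each) in PBS pH 7.4, 0.01% Tween-20 meets compound (up to 110 uM) for 30 min at RT before bead addition.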
Pin1 inhibitor: inhibitors of human Pin1; Pin1 FP peptide displacement, HiFluor488, 10 min; Potency, µM (doses to about 115 µM), without a hit: top-dose activity, negative = inhibition, actives largely listed as inhibitors; Q13526; AID 504891; 390,000 tested, 0.009% active; active = well fitted inhibition curve with a large enough effect in the polarisation, with a control signal flat, not every such curve was filed as active; inconclusive = small, poorly fitted or top-dose-only effect, or effect the other way, or a change in a side signal; inactive = no such curve, though single readings can be large or run the other way; the % refers to the polarisation; also: potency is read from the fitted curve at half-maximal effect; % is scaled to controls: 0 for no effect and ±100 for the full control effect
Target sequence (Q13526 whole entry, looked up): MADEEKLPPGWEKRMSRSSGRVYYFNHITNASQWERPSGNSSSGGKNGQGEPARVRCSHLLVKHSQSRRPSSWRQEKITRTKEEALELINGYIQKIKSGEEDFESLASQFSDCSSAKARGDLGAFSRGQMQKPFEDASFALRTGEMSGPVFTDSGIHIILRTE
ERG Ets-DNA blk: inhibitors of human ERG Ets domain-DNA interaction; P11308; fluorescence polarization, His-ERG Ets domain / labelled DNA; Potency, µM (titrated, usually from 76.9 µM), without a hit: at the highest dose FP activity, negative = inhibition, hits mostly inhibitors; 370,000 tested, 0.028% active; AID 624246; active = well fitted inhibition curve with a large enough effect in the polarisation, with a control signal flat; inconclusive = small, poorly fitted or top-dose-only effect, or effect the other way, or a change in a side signal; inactive = no such curve, though single readings can be large or run the other way; the % refers to the polarisation;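 also: polarization taken with two DNA probes labelled with fluorescein and Texas red; potency is read from the fitted curve at half-maximal effect; % of control where 0% means no effect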
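His-tagged ERG Ets domain (1 uM in the protein solution; 300mM KCl, 50mM Tris-HCl, 1mM EDTA, 1mM DTT, pH 7.5) received compound, then a probe mix of 5 nM fluorescein-DNA and 100nM Texas-615-DNA. Fluorescence polarization was read for both dyes.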
* = called active by the depositor; i = inactive; ? = inconclusive; / = not tested or not shown; & = joins results of further samples; [ ] = remark or other dose. Unless noted, calls follow the shape of the dose curve; as a rule, active = well fitted curve in the direction sought with a large enough effect; inconclusive = small, poorly fitted or top-dose-only effect, or another doubt; inactive = no such curve, though single readings can be large; an effect the other way counts as inactive or inconclusive. The order is random, and some 11% of all compounds hit somewhere here.

BAZ2B inh	PI4K2A block	JMJD2A Tudor	GLS inh	Pin1 inhibitor	PGK inhibitor	G9a inh	HP1b chromo inh	ERG Ets-DNA blk	structure
23.7%	-4.5	-5.5%	-1.1%	7.0%	0.0%	32.6%	17.3%	/	Cc1nc(=O)c(-c2ccccc2)c(C)n1Cc1ccccc1
-16.4%	-16.1	-8.7%	0.6%	2.2%	2.3%	-32.3%	10.8%	0.8%	COc1cccc(C(=O)C2CCCN(Cc3cn(C)nc3-c3ccccc3)C2)c1 (stereo not drawn)
-33.6%	-0.1	?	-9.2%	21.4%	i	20µM*	-21.8%	/	CN(C)N=C1c2cc(S(=O)(=O)N3CCOCC3)ccc2-c2ccc(S(=O)(=O)N3CCOCC3)cc21
-1.1%	0.8	-20.4%	10.0%	0.1%	-8.2%	?	43.4%[activator]	-8.5%	O=C(NN1C(=O)c2ccccc2NC1c1ccccc1OCc1ccccc1)c1ccncc1 (stereo not drawn)
/	0.4	-8.6%	4.3%	-1.2%	10.0%	/	50.6%[activator]	-1.7%	COc1ccc2ccc3cccc[n+]3c2c1
1.4%	-9.1	-1.4%	0.1%	-7.8%	5.3%	10.6%[59 µM]	27.6%	4.9%	O=C(Nc1ccccc1)c1cnc[nH]1
-2.1%	3.8	-4.1%	-7.7%	-7.1%	-3.7%	0.4%	23.2%	6.7%	CCOC(=O)c1cnc(=O)[nH]c1C
?	-1.0	-9.0%	9.6%	6.9%	-4.0%	-7.7%	26.3%	11.7%	O=C1C(C=NC2CC2)=C(O)c2ccccc21
-2.1%	1.9	-8.0%	-7.5%	-6.9%	-8.3%	-0.7%[59 µM]	-11.0%	-3.0%	CCOc1ccc(NC(=O)C(C)Sc2nc3ncccc3o2)cc1 (stereo not drawn)
-6.3%	1.6	-15.8%	6.0%	-2.1%	5.4%	/	11.2%	4.3%	O=C(c1cc(COc2c(F)cccc2F)on1)N1CCC(c2ccncc2)CC1
-16.4%	7.9	-6.9%	-7.4%	7.1%	-7.0%	40.3%[activator]	43.3%[activator]	-11.0%	COC(=O)c1ccc(/C=N/OCC(=O)NCCc2ccc(OC)c(OC)c2)cc1
-13.3%	-4.2	3.0%	2.1%	-2.7%	-4.6%	/	24.2%	-3.7%	CC1=C(C(=O)OCc2ccccc2)C(c2ccccc2)NC(=O)N1 (stereo not drawn)
-5.5%	-5.9	-19.1%[57.1 µM]	0.3%	11.7%	-7.9%	16.7%[59 µM]	47.9%[activator]	-3.7%	Cc1ccc2nc(-c3ccc(NC(=O)C(C)N4C(=O)c5ccccc5C4=O)cc3)sc2c1 (stereo not drawn)
-28.3%	-3.4	-18.5%	7.8%	?	-6.6%[11.5 µM]	14.2%	14.1%	/	CCOC(=O)Cc1nnc(NC(=O)CSc2nnc3c4ccccc4n(C)c3n2)s1
-15.0%	-0.2	-0.7%	-9.6%	1.6%	-1.3%	/	25.9%	-1.3%	CC(C)n1c(C(F)(F)F)nc2cc(C(=O)N3CCCCC3)ccc21
-4.3%	2.6	-10.3%	7.0%	-2.9%	-2.1%	/	27.7%	14.1%	CC1(C)Cc2ccccc2C(=NC(Cc2c[nH]c3ccccc23)C(=O)O)N1 (stereo not drawn)
-2.2%&-14.8%	0.4&2.3	-14.6%&-7.7%	4.7%&47.1%	-2.4%&8.1%	-0.6%	-2.6%[59 µM]	8.8%&27.9%	1.2%&-1.7%	COc1ccccc1N1CCN(C(=O)CSc2nc(C)cc(=O)[nH]2)CC1
18.6%	-12.5	50.1µM*	-2.6%	?	-20.3%	31.6µM*	?	2.6%	COc1ccc(OC)c(/C=N/c2oc(-c3ccco3)c(-c3ccco3)c2C#N)c1
56.2µM*	1.3	-8.2%	10.2%	-4.3%	-9.9%	7.94µM*	6.9%	-9.1%	Cc1cc(=O)[nH]c(SCC(=O)c2ccc(O)c(O)c2)n1
7.3%	2.9	-15.0%	0.8%	31.9%[activator]	i	?	0.3%	/	CCCCn1c(N)c(N(CC(C)C)C(=O)c2ccc(N3C(=O)c4ccccc4C3=O)cc2)c(=O)[nH]c1=O
-4.8%	-2.1	-13.8%	-7.7%	-5.0%	i	9.6%[59 µM]	19.6%	0.5%	CC(=O)c1ccc(NC(=O)CCc2c(C)nc3c(c2C)c(=O)n(C)c(=O)n3C)cc1
3.1%	0.9	-2.8%	-2.5%	0.9%	-7.1%	19.6%[59 µM]	47.8%[activator]	5.2%	CCC(C(=O)N1CCCCCC1)n1nc(C)n2c(cc3occc32)c1=O (stereo not drawn)
-4.8%	14.5	-21.1%	2.4%	-11.6%	-5.1%	-48.5%[59 µM]	27.2%	-6.3%	O=C(C1=C[C@H](C2CC2)C[C@H](OCCCCO)O1)N1CCN(Cc2ccccc2)CC1
-9.8%	2.4	1.9%	3.5%	-2.6%	-0.4%	?	21.8%	0.0%	O=C(CN1C(=O)c2ccccc2C1=O)Nc1sc2c(c1C(=O)NCC1CCCO1)CCC2 (stereo not drawn)
-12.5%	-6.0	-2.3%	-2.3%	3.3%	i	/	78.4%[activator]	2.6%	FC(F)(F)c1cccc(Nc2nc(N3CCOCC3)nc(N3CCOCC3)n2)c1
10.2%	-0.6	-3.7%	-1.1%	8.3%	-4.4%	2.5%[59 µM]	45.3%[activator]	3.9%	CCCCOc1ccc(C(=O)NCC(=O)NCC(=O)OCC)cc1
1.7%	-5.0	-23.4%	-14.7%	-6.2%	-3.3%	?	0.2%	9.2%	COc1ccc(OC)c(C2CC(=O)OC3=C2C(=O)CC(C)(C)C3)c1 (stereo not drawn)
?	-1.2	-20.4%	4.4%	-1.4%	6.1%	-0.5%[0.501 µM]	2.3%	-1.6%	Cc1[nH]c2ccccc2c1CCNC(=O)c1ccc2nccnc2c1
/	3.6	-21.4%	-8.5%	3.0%	3.5%	/	22.3%	7.2%	Nc1nc(SCc2ccc(Cl)cc2Cl)c2ncn(C3OC(CO)C(O)C3O)c2n1 (stereo not drawn)
2.8%	-0.7	-19.3%	1.3%	-3.5%	1.1%	1.6%	34.8%	-6.8%	Cc1cccc(Oc2nccc(C(F)(F)F)c2C(=O)Nc2ccc(F)cc2F)c1
-11.2%	-11.9	-4.6%	11.6%	-3.4%	3.2%	6.0%[59 µM]	29.0%	0.3%	CCn1c(=O)n(-c2ccc(F)c(Cl)c2)c(=O)c2sc3ccccc3c21
-0.8%	0.3	-2.6%	-3.3%	2.6%	-7.0%	13.6%[12.7 µM]	45.3%[activator]	3.9%	CC(OC(=O)c1cccnc1Cl)C(=O)NCc1ccccc1 (stereo not drawn)
4.8%	-0.5	1.4%	-15.7%	-4.8%	-17.8%	33.1%[59 µM]	38.2%[activator]	13.1%	CCOC(=O)C(Oc1ccc2c(-c3ccccc3)cc(=O)oc2c1C)c1ccccc1 (stereo not drawn)
-4.1%	-6.7	1.4%	-12.0%	-1.9%	2.3%	13.4%[0.501 µM]	19.4%	0.5%	O=C(CN1C(=O)NC2(CCCC2)C1=O)OCc1ccc(F)cc1
50.1µM*	-0.8	-13.7%	-15.1%	15.7%	-1.3%	?	41.1%[activator]	18.8%	CCc1ccc(NC(=O)CSc2nc(NS(=O)(=O)c3ccccc3)cc(=O)[nH]2)cc1
4.7%	8.7	28.8%	54.4%[activator]	11.9%	-0.1%	93.9%[activator]	84.5%[activator]	-4.2%	COC(=O)C1=CNC=C(C(=O)OC)C1c1cccc2ccccc12
0.5%	-2.6	-1.1%	0.9%	7.4%	-3.2%	-3.6%[12.7 µM]	34.2%	/	C=CCNC(=O)c1ccccc1NS(=O)(=O)c1ccc(SC)cc1
-1.2%	-0.3	-7.2%	-1.7%	-11.4%	11.7%	13.6%[12.7 µM]	45.0%[activator]	-6.1%	C=C(C)CSc1nc(C)c(Cc2ccccc2)c(=O)[nH]1
1.3%	-1.0	-6.7%	3.9%	-1.4%	2.6%	-6.4%[59 µM]	26.8%	-1.0%	Cc1ccc(C)c(Nc2nc3c(S(=O)(=O)c4ccccc4)nnn3c3ccccc23)c1
6.1%	0.8	-13.5%	-1.8%	2.1%	/	-4.5%[59 µM]	28.1%	9.1%	c1ccc(Cc2nc(-c3ccccn3)no2)cc1
/	0.2	3.55µM*	12.1%	-4.3%	-0.2%	/	12.0%	30.6%[activator]	Cn1cnc2nc[nH]c2c1=S
-17.6%	4.8	-2.8%	-0.8%	4.3%	0.2%	-7.8%	17.3%	-18.0%	O=C(c1cccc2ccccc12)C1CCCN(C(=O)CCc2cnccn2)C1 (stereo not drawn)
